C1s block = blocks human complement C1s protease activity | 62,000 tested, 0.16% active | AID 538 | mean inhibition % of two 10-compound mixtures (stronger effect = higher value), % at 5 µM (by protocol) | P09871 | purified C1s, fluorogenic AMC substrate, pooled mixtures;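 active means inhibition above 20% in each of the two 10-compound mixture wells holding the compound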;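 further: 0% = enzyme wells lacking compound mixture and 100% = no-enzyme blank wells; some compounds called inactive have numbers as strong as hits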
Target sequence (P09871 16-437 limits assumed): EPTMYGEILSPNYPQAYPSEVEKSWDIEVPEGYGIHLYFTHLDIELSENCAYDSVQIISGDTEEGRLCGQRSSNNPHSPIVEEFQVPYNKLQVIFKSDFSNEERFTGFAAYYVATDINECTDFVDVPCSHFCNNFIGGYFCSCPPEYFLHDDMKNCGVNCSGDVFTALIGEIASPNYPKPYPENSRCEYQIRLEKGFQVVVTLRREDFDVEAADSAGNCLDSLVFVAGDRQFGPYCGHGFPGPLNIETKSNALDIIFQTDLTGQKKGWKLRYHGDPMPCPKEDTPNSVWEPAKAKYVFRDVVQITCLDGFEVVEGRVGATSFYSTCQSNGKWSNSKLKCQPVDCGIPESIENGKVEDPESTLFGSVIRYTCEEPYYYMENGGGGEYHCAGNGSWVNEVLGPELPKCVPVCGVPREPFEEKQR
Target sequence (P09871 438-688 limits assumed): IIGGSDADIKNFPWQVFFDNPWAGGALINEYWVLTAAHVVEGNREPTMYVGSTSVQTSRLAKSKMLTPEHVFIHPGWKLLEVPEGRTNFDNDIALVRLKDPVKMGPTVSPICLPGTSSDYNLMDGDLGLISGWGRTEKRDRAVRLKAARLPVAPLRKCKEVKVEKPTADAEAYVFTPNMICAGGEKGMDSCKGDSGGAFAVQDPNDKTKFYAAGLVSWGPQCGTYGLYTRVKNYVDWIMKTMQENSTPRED
FXIIa inh mix = blocks human factor XIIa in pooled compound mixtures. purified FXIIa, fluorogenic substrate. inhibition, % at 5 µM. 62,000 tested, 0.2% active. AID 684;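 further: 0% = enzyme without compound and 100% = no enzyme blank; some results filed as inactive read as strong as hits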
MKP-1 inh = human dual specificity phosphatase 1 inhibition; P28562; recombinant MKP-1, OMFP hydrolysis fluorescence; inhibition, %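 (compounds tested at a single concentration somewhere between 10 and 100 µM)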; 65,000 tested, 0.15% active; AID 374;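 active means inhibition above about 50%, limit read from the data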;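 further: 0% = DMSO max control wells and 100% = wells with enzyme stopped by NaOH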
Target sequence (P28562 whole entry, looked up): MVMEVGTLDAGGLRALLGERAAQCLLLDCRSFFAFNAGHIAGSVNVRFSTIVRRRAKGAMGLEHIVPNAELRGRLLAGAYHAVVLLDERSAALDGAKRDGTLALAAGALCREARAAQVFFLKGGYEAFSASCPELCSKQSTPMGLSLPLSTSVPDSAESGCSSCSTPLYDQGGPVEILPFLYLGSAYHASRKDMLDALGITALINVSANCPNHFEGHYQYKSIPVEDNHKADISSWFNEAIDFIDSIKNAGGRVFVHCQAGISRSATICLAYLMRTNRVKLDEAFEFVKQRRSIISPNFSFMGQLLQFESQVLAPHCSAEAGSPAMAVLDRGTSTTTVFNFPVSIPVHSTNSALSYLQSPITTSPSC
Cdc25B block = inhibitors of human Cdc25B phosphatase; recombinant Cdc25B, OMFP fluorescence Ex485/Em525; inhibition, %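 (compounds tested at 10 µM final in the well)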; 65,000 tested, 0.1% active; AID 368; in the data active means inhibition above about 50%
CatG inh = blocks human cathepsin G enzyme activity. inhibition, % at 5 µM (by protocol). AID 581. 62,000 tested, 0.2% active. purified enzyme, AMC-tetrapeptide fluorescence, pooled mixtures. P08311;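 active means inhibition above 20% in each of the two mixture wells holding the compound; inactive means inhibition of 20% or less in either well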;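 further: 0% = enzyme control without mixture and 100% = blank lacking enzyme; strong numbers were not always called active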
CatL block = inhibitors of human cathepsin L; inhibition, %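 (tested at 10 µM)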; P07711; purified cathepsin L, fluorogenic substrate, fluorescence; 58,000 tested, 0.17% active; in the data active means inhibition above about 45%;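 further: 0% = enzyme with no compound and 100% = no enzyme blank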
Hsp90 block = displaces geldanamycin probe from tumor Hsp90; 64,000 tested, 0.35% active; inhibition, % at 30 µM; NCI-N417 lysate Hsp90, Cy3B-geldanamycin FP displacement; P07900;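 active means inhibition above 50%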;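 further: 0% = tracer plus lysate wells and 100% = tracer alone without lysate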
FXIa mix inh = inhibitors of human coagulation factor XIa, pooled mixtures | P03951 | purified FXIa, fluorogenic substrate | inhibition, % at 5 µM | 62,000 tested, 0.19% active | AID 680;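 further: each value is inhibition by a whole ten-compound pool holding the compound; 0% = enzyme with no mixture and 100% = wells lacking enzyme; strong numbers were not always called active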
HTR1A agonist = 5-HT1a (human) receptor agonism; CHO 5-HT1a Ga15 NFAT-bla reporter, FRET ratio; 0% basal, 100% maximal reference agonist; AID 567; activation, % at 10 µM; P08908; 65,000 tested, 0.56% active;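 active means activation above the screen-wide mean activation plus 3 SD, cut at about 19% in these data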;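 further: 0% = DMSO wells and 100% = 5-CT at EC100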
Starred values were filed as active, the others as inactive; . = no result given. Unless noted, no stated cut-off is given here; in the data, active means inhibition above about 20% (passing the limit was not always enough); inactive means the rest.

SMILES	C1s block	FXIIa inh mix	MKP-1 inh	Cdc25B block	CatG inh	CatL block	Hsp90 block	FXIa mix inh	HTR1A agonist
CC1=Nn2c(nnc2-c2n[nH]c3c2CCC3)SC1	17.6	4.2	-3.8	4.7	10.9	-4.2	-10.6	6.8	-5.7
CCOC(=O)C1CCN(c2c(NCCCN3CCN(Cc4ccccc4)CC3)c(=O)c2=O)CC1	-20.6	5.5	-4.8	-2.5	-13.3	-6.1	1.8	-1.9	1.1
COc1cc(CC(=O)N2CCc3ccccc32)cc(OC)c1OC	-29.7	-1.2	-3.3	8.2	-7.7	-1.7	-4.7	-0.7	-2.4
Cc1cccc(-n2cnc3c(c2=O)c2nc4ccccc4nc2n3Cc2ccco2)c1	-9.4	6.8	26.9	-2.8	4.0	.	-6.0	0.2	1.2
CCCCNc1cc(C)nc(NCc2ccccc2)n1	-0.7	-19.7	21.7	-36.7	0.9	1.4	-1.1	5.1	-1.7
CCOc1ccc2ccccc2c1C(=O)N1CCOCC1	-4.8	3.8	16.0	-6.9	-0.5	-6.2	-5.4	4.9	-3.0
CCCn1c2c(c(O)c(C(=O)Nc3nccs3)c1=O)CCCC2	-11.5	5.8	9.7	0.7	-2.7	0.6	-0.4	2.8	-5.3
O=C(c1ccccc1)c1ccc(OC(=O)N2CCOCC2)cc1	-20.7	7.4	-3.4	-13.2	17.8	4.2	-2.0	-3.2	-0.3
Cn1ccnc1SCC(=O)NC1CCCCC1	3.2	3.5	5.8	-0.1	8.5	-8.2	.	4.1	0.0
Cc1ccc(S(=O)(=O)Nc2ccc3c(c2)nc2n3CCN(Cc3ccccc3)C2)cc1	-9.5	0.7	4.5	-13.5	5.9	-2.2	-28.6	-5.0	-2.3
Cc1cccc(NC(=O)CSc2nnc(-c3ccco3)o2)c1C	4.4	1.2	-13.4	5.5	5.0	-2.9	0.8	6.9	-2.3
O=C(c1ccco1)N1CCN(C(c2ccc(F)cc2)c2nnnn2Cc2cccs2)CC1 (configuration not stated)	2.6	0.5	1.3	-16.2	8.7	7.5	-6.4	-0.2	-1.8
COc1ccccc1NC(=O)c1ccc(S(=O)(=O)N(C)C)cc1	11.7	19.4	11.8	-1.1	9.6	.	-1.1	1.8	-1.7
CCC(Oc1ccccc1)C(=O)Nc1ccccn1 (configuration not stated)	-61.3	-22.3	12.6	15.8	-4.7	.	-12.2	0.5	-2.7
COc1ccc(NC(=O)NCCCN2CCc3ccccc3C2)cc1	8.2	-1.9	-1.3	-9.0	5.9	.	-1.9	6.5	7.5

Retrieved by compound from above (2):
SMILES	C1s block	FXIIa inh mix	MKP-1 inh	Cdc25B block	CatG inh	CatL block	Hsp90 block	FXIa mix inh	HTR1A agonist
O=C(c1ccco1)N1CCN(C(c2ccc(F)cc2)c2nnnn2Cc2cccs2)CC1 (configuration not stated)	2.6	0.5	1.3	-16.2	8.7	7.5	-6.4	-0.2	-1.8
O=C(c1ccccc1)c1ccc(OC(=O)N2CCOCC2)cc1	-20.7	7.4	-3.4	-13.2	17.8	4.2	-2.0	-3.2	-0.3

Remaining list, next part:
SMILES	C1s block	FXIIa inh mix	MKP-1 inh	Cdc25B block	CatG inh	CatL block	Hsp90 block	FXIa mix inh	HTR1A agonist
CC(=O)Cn1c(N2CCC(Cc3ccccc3)CC2)nc2c1c(=O)[nH]c(=O)n2C	1.9	17.3	0.7	-11.6	-1.3	11.2	-3.7	2.8	-3.3
O=C(NCCCn1ccnc1)c1cnn2c1NC(c1ccccc1)CC2C(F)(F)F (configuration not stated)	-1.4	2.0	-6.4	-5.5	-10.3	1.7	0.1	-1.2	-0.6
COc1ccc(C2C(C(=O)c3sc(C)nc3C)=C(O)C(=O)N2CCCn2ccnc2)cc1 (configuration not stated)	0.6	8.2	-11.9	1.9	5.6	0.8	-3.0	24.5	-0.6
CCOc1ccc(C2CC(c3ccc(CC)cc3)n3nc(N)nc3N2)cc1 (configuration not stated)	1.1	-18.7	16.7	-5.6	-0.7	11.0	-2.3	5.0	0.1
CCOC(=O)Cn1c(=O)c2c(nc(Br)n2CC(=O)OCC)n(C)c1=O	34.0	2.4	20.2	10.2	-1.9	-1.4	-5.4	9.4	7.8
O=C1OCCC1Sc1nnc(-c2ccccc2)o1 (configuration not stated)	-8.9	3.7	-1.0	-3.3	-5.7	12.2	0.1	-1.8	-2.8
c1cncc(C(c2nnnn2C2CCCC2)N2CCCC2)c1 (configuration not stated)	-3.4	12.5	1.7	-3.9	2.7	16.3	-1.2	3.5	-2.3
Cc1ccc(NC(=O)CCN2CCN(C/C=C/c3ccccc3)CC2)cc1C	0.9	-11.9	13.2	-14.1	2.6	-12.1	-12.2	4.2	-0.7
Cc1sc2nc(SCC(=O)N(CCO)CCO)n(C3CCCCC3)c(=O)c2c1C	0.6	4.1	11.7	-11.9	-0.8	-3.5	-3.0	14.2	-3.7
CCCN(Cc1cc2cc(C)ccc2[nH]c1=O)C(=O)c1cccc(OC)c1	14.7	2.0	0.9	4.5	13.3	8.5	-3.6	7.3	-4.0
CCNc1nc(NCC)nc(Oc2ccc(OCC)nn2)n1	7.0	-4.8	4.7	-2.9	-1.7	0.4	-0.9	-3.1	-2.7
Cc1ccc(Nc2nnc(SCC(=O)NCc3ccco3)s2)cc1	-146.2	3.4	-2.5	-1.2	-15.8	9.8	-2.4	-16.3	-1.3
CCOC(=O)N1CCOCCOCCN(C(=O)OCC)CCOCC1	-31.4	-16.4	-8.1	-2.2	-7.8	1.5	2.1	-14.8	-1.2
O=c1c2c(nc3c(-c4cccc(Br)c4)c[nH]n13)CCCC2	-24.1	-17.5	6.5	-7.4	-1.7	-4.1	-1.9	7.1	-4.8
CCOc1ccc(NC(=O)CN(C)S(=O)(=O)c2cccs2)cc1	15.1	4.3	4.8	-8.3	9.6	8.2	3.7	2.2	2.1
CC(=O)NCc1nc2ccccc2n1Cc1ccccc1C	-8.3	10.1	-4.6	-2.0	-1.6	.	0.7	5.3	0.6
CCc1nnc(NC(=O)c2ccc(N3C(=O)CCC3=O)cc2)s1	-26.2	17.4	-1.5	-18.5	7.6	.	-0.6	0.8	0.5
CCCOc1ccc(C(=O)Nc2cc(-c3nn4c(C)nnc4s3)ccc2C)cc1	17.0	4.9	34.1	-7.7	12.7	.	1.6	4.0	3.6
COc1ccccc1C(=O)Nc1cccc(NC(C)=O)c1	4.5	-0.7	10.0	-3.1	1.7	7.4	8.7	8.4	-1.5
COc1ccc(NC(=O)c2cccnc2N2CCCCC2)cc1	-15.2	0.3	7.8	-6.3	30.6	12.2	-2.1	41.1	-0.4
O=C(OCc1nc2ccccc2s1)c1cccs1	4.9	-19.0	10.1	3.9	2.2	20.4	2.0	-9.5	-2.5
CCSc1nc2c(c(=O)[nH]1)C(c1ccncc1)C(C(=O)OC)=C(C)N2 (configuration not stated)	-2.0	0.4	1.8	-12.9	-2.8	1.5	-1.2	1.9	-0.5
COC(=O)c1ccc(Cc2ccc(C(=O)OC)o2)o1	.	.	26.1	-7.9	.	.	-0.8	.	0.1
Cc1ccc2c(c1)c1ncnc(N3CCc4ccccc4C3)c1n2C	-8.0	3.8	-4.8	-4.4	0.4	22.0	-13.8	14.7	3.6
CCn1c(=O)cc(OCC(=O)N(C)c2ccccc2F)c2ccccc21	14.5	-0.8	-2.4	-2.5	7.7	.	-3.6	9.8	-1.8
CC1=Nn2c(nc(-c3ccccc3)c2-c2ccccc2)N(CC(N)=O)C(=O)C1	5.7	5.9	-5.6	5.3	-2.5	-3.1	-2.0	-3.0	-0.8
O=C(Nc1cccc(C(F)(F)F)c1)C1CCN(S(=O)(=O)c2cnc[nH]2)CC1	2.9	2.8	3.5	7.3	7.9	21.6	-3.5	0.8	-2.8
c1nnc2c3c4c(sc3ncn12)CCC4	-12.5	-20.4	6.4	1.0	-0.2	0.1	-4.6	-2.4	-0.3
CCOC(=O)N1CCN(S(=O)(=O)c2ccc3c(c2)OCC(=O)N3)CC1	-40.1	8.7	1.1	-11.6	2.1	-6.5	-3.1	-9.6	-2.4
NC1=NC(c2cccc(O)c2)n2c(nc3ccccc32)N1 (configuration not stated)	-13.2	5.6	-11.3	-1.9	8.1	13.5	0.6	5.8	-0.3
CCN1C=C(C(=O)OC)C(c2cccc(C)c2)C(C(=O)OC)=C1	-73.3	6.0	-1.8	-12.2	-1.8	-101.5	.	-3.6	20.4*
CC(C(=O)Nc1ccc(N2CCOCC2)cc1)N1C(=O)c2ccccc2C1=O (configuration not stated)	-6.4	5.0	11.5	-12.0	43.1	-2.4	-0.7	6.2	-3.1
CCOc1ccc(N(CC(=O)NC(C)(C)C)C(=O)c2ccco2)cc1	-2.0	5.2	30.7	7.9	-2.0	12.6	2.7	5.9	-2.2
O=C(Cc1ccc(F)cc1)OCC(=O)c1cc2ccccc2o1	12.5	-15.0	12.9	-8.8	10.5	24.2	-6.6	6.5	-0.2
CCCCn1cnc2cc(NCc3cccc(OC)c3O)ccc21	4.6	4.4	-17.9	-6.6	8.1	6.5	5.3	6.3	0.3
O=C(NCCc1ccc(Cl)cc1)C1CCCN(S(=O)(=O)c2cnc[nH]2)C1 (configuration not stated)	6.0	-2.8	-1.6	-8.1	9.6	.	-3.6	5.7	-2.7
N=C1C=CC=C2C1=NC1(CCCCC1)N2O	-3.9	2.5	9.6	11.8	5.1	-2.3	-1.4	5.7	-1.0
CN1CCN(c2oc(COc3ccc(-c4ccccc4)cc3)nc2C#N)CC1	3.4	-15.5	17.4	-6.1	3.3	5.6	2.3	5.4	0.2
Cc1cc(NC(=O)CN2CCN(c3ccccc3F)CC2)nc2c1c(=O)oc1ccccc12	12.4	-19.4	12.9	-1.7	8.8	13.9	-6.0	6.4	-3.0
CCOC(=O)c1sc(=S)n(-c2ccc3c(c2)OCO3)c1N	-31.4	-21.0	1.9	-7.4	2.2	11.1	12.5	4.8	0.0
CCOc1ccc(NS(=O)(=O)c2ccc3[nH]cc(C(=O)NC(C)CC)c(=O)c3c2)cc1 (configuration not stated)	-36.5	3.6	38.2	17.0	-10.9	-4.0	-4.9	0.8	-0.4
O=C(CNC(=O)c1ccco1)NCCCc1ccccc1	14.0	6.3	25.9	-16.3	16.5	21.6	-1.9	7.9	-1.8
CC(=O)c1ccc(NC2OC(C)C(O)C(O)C2O)cc1 (configuration not stated)	-8.8	5.3	-6.4	-10.6	-8.1	0.6	1.2	5.3	-3.9
CCn1c(C(O)c2ccc(C)cc2)nc2ccccc21 (configuration not stated)	1.8	3.7	5.3	-8.3	-2.7	4.2	.	4.1	-1.1
O=C(CSc1nnc(Cn2cnc3ccccc32)o1)c1ccccc1	-8.6	1.3	-11.2	4.9	3.1	-0.3	-2.7	-1.5	-2.5
COCc1nnc(NC(=O)c2ccc(S(=O)(=O)N(C)c3ccccc3)cc2)o1	-0.8	7.6	-9.2	-5.9	0.0	-13.6	-1.3	14.1	0.1
CCOC(=O)Cn1nnnc1CN(Cc1ccc(OC)cc1)Cc1cc2cc(C)cc(C)c2[nH]c1=O	0.1	3.8	15.8	4.4	-1.6	-3.5	-2.5	1.7	-0.4
Cc1csc(NC(=O)CSCC(=O)Nc2ccccc2)n1	-3.8	0.6	3.0	-9.0	-7.1	2.8	-2.2	-0.9	-2.3
CC1(C)Cc2ccccc2-c2nc(CN3CCOCC3)[nH]c(=O)c21	-5.4	5.3	-10.8	4.3	3.3	4.8	-1.0	3.9	2.3
CCOC(=O)C1=C(C)N=c2s/c(=C/c3ccco3)c(=O)n2C1c1cccc(OC)c1 (configuration not stated)	13.3	-19.5	-8.6	-11.4	21.2	.	-24.7	10.1	-5.2
CCn1cc(CN(C)C(=O)CSc2nc(-c3ccco3)cc(C(F)(F)F)n2)c(C)n1	.	.	7.2	-12.3	.	.	-6.5	.	-2.7

Results in MKP-1 inh and FXIa mix inh, for 3 of the compounds above:
compound	MKP-1 inh	FXIa mix inh
Cc1csc(NC(=O)CSCC(=O)Nc2ccccc2)n1	3.0	-0.9
CC1(C)Cc2ccccc2-c2nc(CN3CCOCC3)[nH]c(=O)c21	-10.8	3.9
CCOC(=O)C1=C(C)N=c2s/c(=C/c3ccco3)c(=O)n2C1c1cccc(OC)c1 (configuration not stated)	-8.6	10.1

Bioassay records as filed in PubChem.
